Assay outcomes deposited in PubChem BioAssay by several laboratories.
KLK5 inh – kallikrein 5 (human) inhibition; recombinant hK5, fluorogenic AMC substrate cleavage; inhibition, % at 5 µM; actives 0.59% (n = 210,000); AID 873;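 active = inhibition of 40% or more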;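 also: 0% = enzyme controls without compound and 100% = no-enzyme blanks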
thrombin 1536 – inhibitors of human thrombin; P00734; actives 0.26% (n = 220,000); inhibition, % at 5 µM; alpha-thrombin, Boc-VPR-AMC fluorogenic substrate cleavage; AID 1046;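 active = inhibition at or above 40%; inactive = inhibition below 40%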;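 also: 0% = enzyme with no compound and 100% = wells without enzyme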
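signal = AMC fluorescence, 355/460 nm | material = human alpha-thrombin enzyme | control set = enzyme without compound as high, wells lacking enzyme as low | times = reaction at room temperature | read-out basis = percent inhibition scaled between no-compound controls and no-enzyme blanks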
TNF death inh – inhibitors of TNF-alpha induced necroptosis in Jurkat FADD-/- cells; Jurkat FADD-/- TNF necroptosis rescue, ATP luminescence, 24 h; 0 = TNF only, 100 = no-TNF cells; actives 0.068% (n = 220,000); activation (protection from cell death), % at 10 µM;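 active = activation, meaning protection from cell death, of at least 50% relative to plate controls; inactive = activation below 50%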;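 also: necroptosis triggered by 40 ng/mL TNF-alpha added together with compound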
Cl transport mod – modulators of human KCC2 chloride dependent transport; actives 2.2% (n = 190,000); KCC2 cells, thallium flux FluoZin-2 fluorescence; B-score of Tl+ flux slope (higher = more flux/activation; lower = inhibition) at 10 µM;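 active = thallium flux slope and its plate-corrected score both differing from the plate sample mean at a set confidence after two filtering rounds, in either direction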;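 also: slope of fluorescence scaled to starting intensity during 10 to 20 s after thallium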
Target sequence (Q9H2X9 whole entry, looked up): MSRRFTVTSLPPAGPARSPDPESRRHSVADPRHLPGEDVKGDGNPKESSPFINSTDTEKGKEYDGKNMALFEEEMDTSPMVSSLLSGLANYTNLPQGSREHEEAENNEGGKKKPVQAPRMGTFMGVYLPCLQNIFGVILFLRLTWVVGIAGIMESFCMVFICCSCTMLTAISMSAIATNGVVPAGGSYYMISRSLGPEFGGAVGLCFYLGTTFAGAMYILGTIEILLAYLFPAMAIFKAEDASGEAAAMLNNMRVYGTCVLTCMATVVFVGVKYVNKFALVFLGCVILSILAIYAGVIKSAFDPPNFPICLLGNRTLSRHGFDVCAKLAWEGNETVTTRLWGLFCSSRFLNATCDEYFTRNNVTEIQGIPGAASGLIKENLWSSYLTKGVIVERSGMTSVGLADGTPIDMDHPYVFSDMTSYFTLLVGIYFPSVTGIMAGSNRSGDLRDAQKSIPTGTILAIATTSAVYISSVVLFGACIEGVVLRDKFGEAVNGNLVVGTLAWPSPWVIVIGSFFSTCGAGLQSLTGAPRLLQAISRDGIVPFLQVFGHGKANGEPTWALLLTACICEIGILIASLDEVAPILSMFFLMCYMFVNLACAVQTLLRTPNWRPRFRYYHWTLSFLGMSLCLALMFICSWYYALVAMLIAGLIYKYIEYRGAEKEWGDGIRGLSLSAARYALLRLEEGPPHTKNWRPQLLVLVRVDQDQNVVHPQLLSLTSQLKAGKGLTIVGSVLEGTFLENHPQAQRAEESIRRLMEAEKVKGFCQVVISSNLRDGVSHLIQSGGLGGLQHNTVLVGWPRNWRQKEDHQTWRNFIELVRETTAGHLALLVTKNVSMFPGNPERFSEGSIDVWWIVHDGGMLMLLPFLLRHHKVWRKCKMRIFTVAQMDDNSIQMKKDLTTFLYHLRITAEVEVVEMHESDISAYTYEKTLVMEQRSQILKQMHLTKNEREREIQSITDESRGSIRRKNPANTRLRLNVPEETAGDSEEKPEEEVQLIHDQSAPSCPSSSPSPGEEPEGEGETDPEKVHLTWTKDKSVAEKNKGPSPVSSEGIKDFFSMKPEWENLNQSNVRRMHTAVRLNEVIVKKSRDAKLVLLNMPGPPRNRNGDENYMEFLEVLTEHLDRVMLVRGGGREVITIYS
Rad51 HR inh – blocks human Rad51 in homologous recombination; hRad51 DNA strand exchange, fluorescence dequenching; actives 0.085% (n = 200,000); inhibition, % at 10 µM; Q06609; AID 1385;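 active = inhibition above 40% at the single screening dose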;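 also: 0% = DMSO control wells and 100% = blanks with heterologous ssDNA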
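Test system: preformed human Rad51 ssDNA filaments; also added: Donor/quencher-labelled 47-bp dsDNA substrate; doses: 10 µM final, single point; times: 37 °C 15-min filament assembly, 30-min compound preincubation, 15-min exchange; detection: FRET fluorescence dequenching, excitation 485 nm, emission 520 nm; read-out basis: Fluorescence-based percent inhibition, control- and blank-normalised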
L929 necroptosis – blocks zVAD induced death of L929 cells; viability rescue, % at 10 µM; L929 zVAD necroptosis rescue, ATP luminescence, 24 h; with zVAD 60 µM; actives 0.38% (n = 220,000); AID 1377;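 active = activation, scaled between plate controls, above about 75%, limit read from the data; inactive = activation under that limit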;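 also: 0% = zVAD with DMSO and 100% = DMSO alone without zVAD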
FXIIa inh – inhibitors of human coagulation factor XIIa | P00748 | purified FXIIa, Boc-QGR-AMC fluorogenic substrate, 2 h | inhibition, % at 5 µM | actives 0.3% (n = 220,000) | AID 800; in the data active = inhibition above about 40%;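 also: 0% = enzyme with no compound and 100% = blank without enzyme; many of its hits are not listed in these tables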
FXIa inh 1536 – factor XIa (human) inhibition | P03951 | purified FXIa, Boc-Glu-Ala-Arg-AMC fluorogenic substrate | inhibition, % at 5 µM | actives 0.14% (n = 220,000);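 active = inhibition of at least 40%; inactive = inhibition below 40%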;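 also: fluorescence of freed AMC excited at 355 nm; 0% = enzyme without compound and 100% = no enzyme blank; many of its hits are not listed in these tables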
Hck Nef HTS – human Hck-Nef kinase inhibition; Recombinant Hck-YEEI plus Nef, Z-Lyte FRET kinase assay; P08631; inhibition, % at 20 µM; actives 0.68% (n = 220,000);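 active = Hck-Nef kinase inhibition above about 50%, limit read from the data; inactive = inhibition below that limit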;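 also: 0% = DMSO with Hck plus Nef and 100% = Hck alone without Nef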
Numbers without * were called inactive; x = not tested or not shown. A portion of the library, so the mix of outcomes need not match the whole.

smiles,KLK5 inh,thrombin 1536,TNF death inh,Cl transport mod,Rad51 HR inh,L929 necroptosis,FXIIa inh,FXIa inh 1536,Hck Nef HTS
O=C1Nc2ccccc2/C1=N\N=C\C1=C(N2CCOCC2)C(=C\c2ccccc2)/CC1,6,3,-22,x,-9,0.2,6,-11,18
CCCCN1Cc2cc(C(=O)c3cc(F)ccc3O)cnc2NC1=O,-9,-5,-2.5,1,2,-0.2,11,0,2
CCCS(=O)(=O)N1CCCC(C(=O)NCCc2ccc(Cl)cc2)C1 (stereo unspecified),3,2,-1.9,-0.8,-7,-0.1,-8,-2,-1
Cc1cc(C)nc(N2CCN(c3nnnn3-c3ccccc3)CC2)n1,-18,-7,0.0,-1.3,-2,0.1,15,1,0
Cc1cc(C)nc(NC(=NCCc2c[nH]c3ccccc23)NC(=O)Nc2ccccc2)n1,-5,-14,1.3,0.23,3,9.9,7,-3,-1
COc1ccc(/C=C(\C#N)C(=O)NCC2CCCO2)cc1OC (stereo unspecified),1,3,-1.3,x,4,-0.4,16,-3,1
CCOC(=O)Cc1csc(SCC(=O)N2CCN(c3ccc(OC)cc3)CC2)n1,-15,6,0.1,x,-6,0.4,17,6,0
Nc1ccn(Cc2ccc(F)cc2)n1,-6,-4,2.3,x,-134,0.1,0,-6,15
CCCS(=O)(=O)N1CCCC(C(=O)NCCCN2CCN(c3ccc(F)cc3)CC2)C1 (stereo unspecified),1,-4,-4.0,0.7,-7,-0.4,-11,-5,1
CNC(=O)C(Sc1nc(C)nc2c1oc1ccccc12)C(C)=O (stereo unspecified),4,-2,-1.4,x,-5,-0.1,-6,-7,-2
CC(C)N1C(=O)CCC1C(=O)NCc1cccs1 (stereo unspecified),-22,-3,0.5,-1.2,8,2.4,-3,-8,-8
Cc1cc(C)c(C#N)c(SCc2nnc(-c3ccccc3)o2)n1,-3,-4,-0.5,-1.4,x,-0.3,5,-4,4
O=[N+]([O-])c1cccc(-c2nnc(SCc3cccnc3)o2)c1,1,-7,2.4,-0.012,5,0.8,6,0,17
COC(=O)Oc1c(Br)c(=O)oc2ccccc12,-15,6,-11,-1.8,-6,0.5,15,6,-1
Cc1c(Cl)ccc2c1NC(=O)[C@]21[C@@H]2C(=O)N(Cc3ccccc3)C(=O)[C@@H]2[C@@H]2CCCN21,-27,-5,-0.2,x,4,1.5,25,18,-2
CC(C)c1nc(Cl)c(C#N)c2c1CSC(C)(C)C2,-29,-8,1.9,-0.38,x,0.7,4,4,0
Cc1ccc(-c2cc(C(F)F)nc(NCC3CCCO3)n2)cc1 (stereo unspecified),4,-5,-2.7,-0.068,2,0.8,3,-13,-1
N#CCCn1nc(-c2ccccc2)cc1Nc1ccccc1NC(=O)C(F)(F)F,-10,-10,4.4,-0.0077,4,2.9,0,-8,0
C=CCOC(=O)C1=C(C)OC(N)=C(C#N)C1c1ccc(OC)c(CSc2ccccn2)c1 (stereo unspecified),13,-5,1.4,-0.98,-10,-0.3,9,3,1
O=c1c2ccccc2nnn1CSc1nc2cc(Cl)ccc2c(=O)n1Cc1ccco1,x,x,-1.3,1.7,3,-0.1,x,x,1
COc1ccc(CCNc2nc3ccccc3n3nnnc23)cc1OC,0,1,-2.9,-0.012,-13,-0.3,15,5,0
Cc1csc(SCC(=O)Nc2ccc(S(=O)(=O)N3CCCC3)cc2)n1,-5,1,-1.5,-0.42,3,1.0,3,0,0
C/C(=N\NC(=O)c1ccc([N+](=O)[O-])cc1Cl)c1ccccc1,3,-7,0.7,-0.49,2,22,6,-1,23
O=C(OCC1CC(c2ccccc2Cl)=NO1)c1ccc(Br)cc1 (stereo unspecified),-4,6,2.3,0.26,5,-0.2,3,-4,0

Whole records from above. Screens in order: KLK5 inh, thrombin 1536, TNF death inh, Cl transport mod, Rad51 HR inh, L929 necroptosis, FXIIa inh, FXIa inh 1536, Hck Nef HTS
C=CCOC(=O)C1=C(C)OC(N)=C(C#N)C1c1ccc(OC)c(CSc2ccccn2)c1 (stereo unspecified) is listed with 13, -5, 1.4, -0.98, -10, -0.3, 9, 3, 1
O=c1c2ccccc2nnn1CSc1nc2cc(Cl)ccc2c(=O)n1Cc1ccco1 is listed with x, x, -1.3, 1.7, 3, -0.1, x, x, 1
Cc1csc(SCC(=O)Nc2ccc(S(=O)(=O)N3CCCC3)cc2)n1 is listed with -5, 1, -1.5, -0.42, 3, 1.0, 3, 0, 0
O=C(OCC1CC(c2ccccc2Cl)=NO1)c1ccc(Br)cc1 (stereo unspecified) is listed with -4, 6, 2.3, 0.26, 5, -0.2, 3, -4, 0
Cc1ccc(-c2cc(C(F)F)nc(NCC3CCCO3)n2)cc1 (stereo unspecified) is listed with 4, -5, -2.7, -0.068, 2, 0.8, 3, -13, -1

New compounds follow
smiles,KLK5 inh,thrombin 1536,TNF death inh,Cl transport mod,Rad51 HR inh,L929 necroptosis,FXIIa inh,FXIa inh 1536,Hck Nef HTS
CC(C)C(NC(=O)c1ccccc1Br)c1ccccc1 (stereo unspecified),-19,2,0.3,0.025,19,1.3,-5,-4,3
Cc1ccc(-n2c(=S)[nH]c3nc4c(cc3c2=O)COC(C)(C)C4)cc1,-5,-9,-1.7,-1.7,12,-0.5,9,-2,-3
Cc1cccc(CC2CC(=O)N(c3ncccn3)C2=O)c1 (stereo unspecified),22,-5,-0.2,x,-4,0.9,10,3,6
CCC(C)Sc1nnc(CSc2nc(C)cc(C)n2)n1C (stereo unspecified),-10,3,1.7,-0.34,16,2.2,4,-3,15
CNC(=O)CSc1nc2nn(-c3ccccc3)c(=O)c-2c2n1CCCCC2,-24,-1,-2.5,0.56,5,0.7,4,-6,0
COc1cc(NC(=O)c2cccs2)c(C(=O)OCC(=O)NC(C)c2ccccc2)cc1OC (stereo unspecified),-2,-1,-2.9,-1,9,0.2,11,-3,4
O=C1CCc2cc(S(=O)(=O)NCCC(=O)NC3CCN(Cc4ccccc4)CC3)ccc2N1,2,3,0.3,-0.11,-7,-0.1,16,5,2
O=C(NC(Cc1ccccc1)C(=O)N1CCN(c2ccccn2)CC1)c1ccco1 (stereo unspecified),-3,3,-2.0,x,1,-0.3,14,-1,1
COC(=O)C1CCN(C(=O)/C=C/c2ccccc2)CC1,-13,-1,0.6,-0.023,x,0.5,8,6,5
COc1ccc(OC)c(-c2csc(CCn3nc(C)cc3C)n2)c1,-2,-6,0.9,-1.6,5,-1.0,7,0,8
CCOC(=O)c1[nH]c2ccc(OC)cc2c1NS(=O)(=O)c1ccc(OC)cc1OC,-9,-1,2.5,-0.1,1,0.1,32,20,1
Cc1ccc2nc(C)cc(C(=O)OCC(=O)Nc3c(C)n(C)n(-c4ccccc4)c3=O)c2c1,9,-7,0.2,0.77,-2,1.2,12,2,23
CCCC(=O)Nc1ccccc1N1CCN(C(=O)C(C)C)CC1,2,-3,-0.1,-1.1,-15,0.0,1,-1,-1
COc1cccc(C(=O)Nc2ncc3c(n2)CC(C)(C)CC3=O)c1,-17,6,-3.2,-0.0013,0,1.9,4,-10,-1
CCCC(=O)Nc1ccc(NC(=O)c2ccccn2)cn1,10,-8,-1.0,x,-8,-0.4,1,-4,0
CCN(CC)C(=S)SCC(=O)c1ccc(F)cc1,-14,-6,-1.7,x,8,-0.4,1,-4,1
O=C(c1ccc(S(=O)(=O)N2CCOCC2)cc1)N(c1ccccc1)C1C=CS(=O)(=O)C1 (stereo unspecified),-6,2,-0.1,x,-2,-0.8,8,0,0
O=C(CSc1nnc(-c2ccc(Cl)cc2)n1CC1CCCO1)NC1CCS(=O)(=O)C1 (stereo unspecified),-14,3,-0.3,0.14,17,0.9,0,8,-8
Cc1c(C)n(CC(O)CN(CCO)CCO)c2ccccc12 (stereo unspecified),-14,2,-0.3,0.38,3,1.3,2,-3,5
CC(C)C1CC(c2csc(N)n2)CCO1 (stereo unspecified),-14,2,-1.3,0.57,-4,-0.4,-3,-2,-1
Cc1oc(-c2ccccc2)nc1C(=O)O,-5,-12,-0.6,0.23,-7,0.1,5,-7,16
COCC(=O)Nc1ccc(Br)cc1,-32,-11,0.6,-0.22,9,0.1,-10,-4,1
CCOC(=O)/C=C/S(=O)(=O)c1ccc(NC(C)=O)cc1,-22,-3,-18,-0.59,1,-0.3,10,1,-1
COCc1nc2ccccc2n1Cc1ccccc1C,-7,-3,-1.5,x,x,-0.8,0,-3,-5

The list continues.
The line under a structure holds: KLK5 inh, thrombin 1536, TNF death inh, Cl transport mod, Rad51 HR inh, L929 necroptosis, FXIIa inh, FXIa inh 1536, Hck Nef HTS
Cc1nn(C)c(C)c1NC(=O)/C(C#N)=C\N(C)C
→ 2, -5, 1.6, -0.015, 11, 0.2, -1, 4, 8
N#C/C(=C\c1cn(CCOc2ccccc2F)c2ccccc12)C(=O)NCc1cccs1
→ -8, -2, 2.3, -0.0063, 6, 0.1, 7, 3, 6
Cc1cc(C(=O)OCC(=O)Nc2ccccc2[N+](=O)[O-])c2ccccc2n1
→ -10, -3, 1.9, 0.68, 6, 1.6, 8, 7, 6
COc1ccc(-c2c(O)c(C#N)c(-c3ccccc3)n(-c3ccc(OC)cc3)c2=O)cc1
→ -9, -3, 0.7, 0.019, 1, 0.4, 0, 4, 19
COC(=O)c1cc(-c2ccc(Cl)cc2)n(-c2ccc(S(N)(=O)=O)cc2)n1
→ -4, -4, -0.1, 0.58, 0, 0.2, 2, -2, 9
CCc1c(C(=O)NNC(=S)NCc2ccccc2)csc1C
→ -80, 1, 1.3, 0.016, 0, 1.2, 17, 5, 1
O=C1COc2ccc(C(=O)COc3ccc([N+](=O)[O-])cc3)cc2N1
→ -2, -2, -0.7, 0.62, -1, 0.4, 10, 3, 6
CS(=O)(=O)N(CC(=O)Nc1ccccc1Cl)c1ccc(Cl)cc1
→ 1, -2, 2.1, -0.029, -6, 2.6, 8, -1, 18
O=C(Nc1cccc(-c2nc3ncccc3o2)c1)c1ccccc1
→ -7, -1, 0.0, -1.5, -8, 3.0, 4, -4, 9
O=C(N/N=C/c1c(F)c(F)c(F)c(F)c1F)c1ccc(Cn2cc(Br)cn2)o1
→ 19, 21, 3.1, -1.3, x, -0.6, 20, 18, 2
COc1cc(O)cc2occ(-c3ccc(O)cc3)c(=O)c12
→ 3, 2, -1.2, -0.77, -1, 0.9, 9, 5, -26
